Scp1 inh = Scp-1 phosphatase inhibitors, primary screen, biochemical, colorimetric, uHTS; Carboxy-terminal domain RNA polymerase II polypeptide A small phosphatase 1 (Homo …; Recombinant Scp1, phosphopeptide, malachite green phosphate absorbance; inhibition, % at 20 µM; AID 493091, 2011; 340,000 tested, 0.88% active;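 active = inhibition above about 50% at 20 µM, limit read from the data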;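 also: plate controls were DMSO wells with enzyme for no effect and wells lacking enzyme for full effect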
Target sequence (Q9GZU7 76-261 limits assumed): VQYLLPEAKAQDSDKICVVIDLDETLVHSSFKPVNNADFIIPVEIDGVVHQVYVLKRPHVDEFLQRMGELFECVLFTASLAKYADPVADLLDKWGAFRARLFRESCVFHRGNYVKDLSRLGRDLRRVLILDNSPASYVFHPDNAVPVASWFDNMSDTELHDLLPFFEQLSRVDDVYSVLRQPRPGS
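Times: enzyme reaction 45 min at room temperature, colour 5 min, stabilisation 30 min. Material: SCP-1 catalytic fragment, aa 76-261. Medium: Acidic Tris acetate buffer with magnesium and detergent. Signal: colorimetric free-phosphate detection, absorbance 630 nm. Read-out basis: % inhibition of SCP-1 phosphate liberation. Reagent: Phosphorylated 17-residue peptide substrate.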
NadD block = inhibitors of S. aureus NadD, primary screen, biochemical, colorimetric, uHTS; purified NadD enzyme, colorimetric absorbance read-out; inhibition, % at 20 µM; 360,000 tested, 0.78% active; in the data active = inhibition above about 26%; also: some compounds past the cut are filed as inactive
DNMT1 block = human DNMT1 methyltransferase inhibitors, primary screen, biochemical, molecular beacon, fluorescence, HinP1I cleavage, uHTS. 360,000 tested, 0.83% active. AID 588458, 2011. inhibition (reported as % activation of signal), % at 10 µM; in the data active = inhibition above about 50%
SUMO1-SIM PPI = modulators of SUMO1 protein-protein interactions, primary screen, biochemical, uHTS. inhibition, % at 20 µM. SUMO1 binding to a labelled peptide, TR-FRET, 1 h. 360,000 tested, 0.33% active. Small ubiquitin-related modifier 1 (Homo sapiens), P63165; in the data active = inhibition above about 37%
Rpn11 block = Rpn11 (PSMD14) deubiquitinase inhibitors, primary screen, biochemical, fluorescence polarization, uHTS; 26S proteasome non-ATPase regulatory subunit 14 (Homo sapiens), O00487; AID 588493, 2011; human 26S proteasome, Ub4-pepOG fluorescence polarization; 20S core pre-blocked with epoxomicin; 360,000 tested, 0.59% active; calls only at 20 µM;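 active = inhibition at 20 µM, scaled to each plate's controls, above about 33%, limit read from the data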
LMPTP block = LMPTP phosphatase inhibitors, primary screen, biochemical, fluorescence intensity, uHTS | Low molecular weight phosphotyrosine protein phosphatase (Homo sapiens), P24666 | recombinant LMPTP-A, OMFP fluorogenic substrate | inhibition, % at 20 µM | 360,000 tested, 0.22% active | AID 651560, 2012;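 active = compounds that cut the enzyme signal by at least half of the control window in the single-dose screen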;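 also: plate controls were DMSO wells with enzyme plus substrate for no effect and substrate without enzyme for full effect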
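Assay system: LMPTP-A enzyme. Input: 0.625 nM LMPTP-A final. Probe or stimulus: 400 µM OMFP. Compound dosing: single 20 µM dose. Schedule: 50 min dark incubation at room temperature. Detection: fluorescence intensity of OMFP turnover product. Read-out: percent inhibition versus substrate-only and uninhibited controls. Benchmarks: no-enzyme low control, uninhibited high control.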
STEP inh = STEP phosphatase inhibitors, primary screen, biochemical, fluorescence intensity, uHTS; inhibition, % at 20 µM; 360,000 tested, 0.25% active; recombinant STEP, OMFP fluorogenic substrate;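 active = inhibition at 20 µM, scaled per plate between control wells, above about 37%, limit read from the data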;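 also: 0% = DMSO with enzyme and substrate and 100% = substrate only without enzyme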
Target sequence (P54829 whole entry, looked up): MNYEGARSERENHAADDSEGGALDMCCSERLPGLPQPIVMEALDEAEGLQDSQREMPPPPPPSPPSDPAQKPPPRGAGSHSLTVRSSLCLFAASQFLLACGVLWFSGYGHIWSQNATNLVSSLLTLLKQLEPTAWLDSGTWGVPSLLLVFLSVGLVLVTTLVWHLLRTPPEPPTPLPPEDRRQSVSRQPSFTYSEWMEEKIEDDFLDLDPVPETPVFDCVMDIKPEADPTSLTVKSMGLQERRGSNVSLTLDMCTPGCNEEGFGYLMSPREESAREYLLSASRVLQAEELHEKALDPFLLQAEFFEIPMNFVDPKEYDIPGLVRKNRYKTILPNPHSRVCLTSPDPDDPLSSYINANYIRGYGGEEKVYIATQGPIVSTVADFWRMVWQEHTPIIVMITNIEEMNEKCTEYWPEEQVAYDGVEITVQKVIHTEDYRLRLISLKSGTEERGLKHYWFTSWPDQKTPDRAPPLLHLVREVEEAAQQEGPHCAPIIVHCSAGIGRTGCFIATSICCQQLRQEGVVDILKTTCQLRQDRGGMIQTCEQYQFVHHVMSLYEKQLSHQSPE
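System: STEP phosphatase, cell-free reaction; Buffer or medium: Bis-Tris pH 6.0 buffer with DTT, detergent; Incubation: 20 min at room temperature, dark; Measured by: fluorescence, 480/540 nm.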
Tb MetRS inh = T. brucei MetRS inhibitors, primary screen, biochemical, luminescence; AID 624268, 2012; inhibition, % at 11.9 µM; purified T. brucei MetRS, ATP depletion, Kinase-Glo luminescence; methionyl-tRNA synthetase (Trypanosoma brucei brucei); 360,000 tested, 0.4% active;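 active = inhibition above a per-plate cutoff of the control wells' mean inhibition plus 3 SD, cut at about 5.5% in these data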;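 also: 0% = DMSO wells median and 100% = median of wells with control inhibitor compound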
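Material: T. brucei methionyl-tRNA synthetase, purified; reagent: substrates ATP, L-methionine and bulk Escherichia coli tRNA; dosing: 11.9 µM single point; timing: 15 min plus 2 h at 25 °C; detection: luminescence of leftover ATP; evaluation: % inhibition; control set: DMSO-only wells as low control; replicates: singlicate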
MsrA inhibitor = bovine MsrA enzyme inhibitors, primary screen, biochemical, absorbance, HTS; purified bovine MsrA, absorbance read-out; inhibition, % at 15.5 µM; AID 651718, 2012; 360,000 tested, 0.75% active; in the data active = inhibition above about 4.5%;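 also: 0% = vehicle wells with enzyme and 100% = reference inhibitor wells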
CSN deneddyl inh = inhibitors of CSN-mediated cullin deneddylation, primary screen, biochemical, fluorescence polarization, uHTS. COP9 signalosome complex subunit 5 (Homo sapiens), Q92905. Purified CSN, SCF-Nedd8-OG deneddylation. inhibition, % at 12.5 µM. 360,000 tested, 0.38% active. AID 651999, 2013;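 active = pattern-corrected inhibition above about 35%, with an unprinted fluorescence ratio check between 0.5 and 1.5, limit read from the data, passing the limit was not always enough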;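 also: 0% = enzyme with substrate and 100% = substrate without enzyme; some results filed as inactive read as strong as hits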
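Detection – fluorescence polarization · System – HEK293T-derived human Csn5 enzyme · Controls – substrate-only high control, full reaction low control · Timing – 90 min, room temperature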
* = called active by the depositor; i = inactive.

molecule | Rpn11 block | NadD block | LMPTP block | DNMT1 block | STEP inh | Scp1 inh | SUMO1-SIM PPI | Tb MetRS inh | CSN deneddyl inh | MsrA inhibitor
NC(=O)[C@@H]1CC2(CC(c3cccc(NC(=O)CC(c4ccccc4)c4ccccc4)c3)=NO2)CN1C(=O)c1ccc(Cl)cc1 (some centres undefined) | i | 32* | 1.5 | -28 | 3 | 1 | 19 | -0.3 | -7 | -0.7
CCOC(=O)c1[nH]nc2c1C(=O)N(Cc1ccccc1)C2=O | i | -2 | -0.5 | -1 | -4 | -2 | 0 | -0.7 | 1 | 1.6
Cc1ncsc1CCSc1n[nH]c(=O)n1-c1ccccc1 | i | 0 | -1.1 | 2 | 1 | -6 | 0 | 0.5 | 1 | -0.4
CSc1nc2ccc(NS(=O)(=O)c3ccc4c(c3)OCCO4)cc2s1 | i | -4 | 1.2 | -7 | -6 | -9 | 29 | -1.5 | -2 | 0.0
O=C(NCc1c[nH]c2ccccc12)c1ccccc1 | i | -4 | -0.7 | 1 | 0 | -13 | -5 | -0.5 | -2 | 1.1
COC(=O)c1c(C)oc2c1cc(NS(=O)(=O)c1ccc(C(=O)O)cc1)c1ccccc12 | i | 6 | 2.3 | -35 | 0 | -16 | 37 | 0.2 | 3 | 0.6
Cc1cnc(C(=O)OCC(=O)Nc2ccc(C)c(S(=O)(=O)N3CCCCC3)c2)cn1 | i | 1 | -0.8 | -5 | -3 | -6 | -1 | 0.0 | -1 | 0.8
CC1(C)CC(=O)C(C(C2=C(O)CC(C)(C)CC2=O)c2ccc(Br)s2)C(=O)C1 (centres undefined) | i | 10 | -1.2 | 6 | 1 | -5 | 8 | -0.5 | -19 | 0.6
CCOC(=O)CC(=O)CSc1nc(CC)c(C)cc1C#N | i | 4 | -1.2 | -1 | 1 | 11 | -9 | -0.6 | 4 | 2.1
COC(=O)c1ccc(NC(=O)c2cccc(N3C(=O)CCC3=O)c2)cc1 | i | -3 | -1.8 | 3 | -2 | -7 | 3 | -0.1 | -2 | 0.0
COc1ccc(CN(C)C(=O)C2CSC3(C)CCC(=O)N23)cc1OC (centres undefined) | i | -4 | -2.0 | 4 | -1 | 8 | -2 | -0.4 | 0 | -0.2
O=C(NCC(=O)N(c1cccc(F)c1)C(C(=O)NC1CCCC1)c1ccncc1)c1cccs1 (centres undefined) | i | 2 | -1.2 | 1 | 3 | 0 | 0 | -0.3 | 4 | 1.3
COc1ccc(-c2nnc(C(C)Nc3cccc(C(=O)NC4CC4)c3)o2)cc1 (centres undefined) | i | -2 | -0.4 | -1 | -1 | -3 | -1 | 0.0 | -2 | -0.8
O=C(Cn1nnc(-c2ccccc2)n1)c1ccccc1 | i | -1 | -0.3 | 0 | 0 | -15 | 24 | 0.4 | -2 | 0.4
N#CCSCC(=O)Nc1ccc(Cl)cc1 | i | -3 | -0.7 | 3 | 0 | 0 | -1 | -0.1 | 0 | 0.1
Cc1c(C(=O)N2CCOCC2)sc(NC(=O)C(C)C)c1C#N | i | -9 | 0.4 | 1 | -3 | -4 | 4 | -0.1 | 3 | 0.6
COCCN(C(=O)CSc1nc2nc(C)cc(C)n2n1)c1c(N)n(Cc2ccccc2)c(=O)[nH]c1=O | i | 0 | -0.1 | 0 | -2 | 3 | 2 | 0.2 | -12 | -0.4
c1cncc(-c2nc(-c3ccco3)cs2)c1 | i | -12 | -0.3 | 4 | 1 | 4 | 11 | -2.0 | 0 | -0.1
CCC(C)NC(=O)c1ccc(C2SCC(=O)N2Cc2ccccc2)cc1 (centres undefined) | i | -3 | 0.7 | 0 | 4 | 5 | -2 | -0.9 | 3 | 1.5
C/C=C(\C)C(=O)N1CC2(CC(c3cccc(NC(=O)CCCCC)c3)=NO2)C[C@@H]1C(N)=O (some centres undefined) | i | -2 | -2.4 | 13 | 0 | 2 | -4 | -0.2 | -2 | 1.6

Full records, quoted from the list. Screens in order: Rpn11 block | NadD block | LMPTP block | DNMT1 block | STEP inh | Scp1 inh | SUMO1-SIM PPI | Tb MetRS inh | CSN deneddyl inh | MsrA inhibitor
`CCC(C)NC(=O)c1ccc(C2SCC(=O)N2Cc2ccccc2)cc1` (centres undefined) across the screens: i | -3 | 0.7 | 0 | 4 | 5 | -2 | -0.9 | 3 | 1.5
`O=C(NCC(=O)N(c1cccc(F)c1)C(C(=O)NC1CCCC1)c1ccncc1)c1cccs1` (centres undefined) across the screens: i | 2 | -1.2 | 1 | 3 | 0 | 0 | -0.3 | 4 | 1.3
`Cc1c(C(=O)N2CCOCC2)sc(NC(=O)C(C)C)c1C#N` across the screens: i | -9 | 0.4 | 1 | -3 | -4 | 4 | -0.1 | 3 | 0.6
`c1cncc(-c2nc(-c3ccco3)cs2)c1` across the screens: i | -12 | -0.3 | 4 | 1 | 4 | 11 | -2.0 | 0 | -0.1
`C/C=C(\C)C(=O)N1CC2(CC(c3cccc(NC(=O)CCCCC)c3)=NO2)C[C@@H]1C(N)=O` (some centres undefined) across the screens: i | -2 | -2.4 | 13 | 0 | 2 | -4 | -0.2 | -2 | 1.6

More results.
molecule | Rpn11 block | NadD block | LMPTP block | DNMT1 block | STEP inh | Scp1 inh | SUMO1-SIM PPI | Tb MetRS inh | CSN deneddyl inh | MsrA inhibitor
Cc1ccc(C2OC34CCCCCC3C(C#N)(C(=N)O4)C2(C#N)C#N)cc1 (centres undefined) | i | 3 | -0.9 | -4 | 0 | -1 | -10 | -0.9 | -10 | 0.6
COC(=O)c1cc2c(ccn2-c2ccc(F)cc2)n1Cc1ccc(OC(C)=O)cc1 | i | -6 | 2.9 | -7 | 0 | -13 | 1 | -0.4 | 4 | 3.2
O=C(C1CCCN(S(=O)(=O)c2ccc(Br)s2)C1)N1CCN(c2ccccc2)CC1 (centres undefined) | i | 0 | 2.1 | -2 | 2 | 2 | 5 | -0.6 | 0 | -0.4
CCCC(C(=O)NCc1ccco1)N(C(=O)CNS(=O)(=O)c1ccc(Cl)cc1)C1CCCC1 (centres undefined) | i | -5 | 1.8 | 0 | 0 | -13 | 2 | -0.5 | 3 | -0.7
COc1ccccc1N1CCN(C(=O)CSc2nnc(NC(=O)C(C)C)s2)CC1 | i | -2 | -0.7 | 1 | 0 | -3 | 1 | -1.3 | -4 | -1.3
